# Bioassay records: PubChem, NCI
# Growth percent in the NCI-60 one-dose screen (48 h, 10 µM unless noted): 100 = growth as untreated, 0 = no growth, -100 = all killed.
# BT-549: BT-549 breast cancer. hit rate 4.4% among 78,000. AID 1794793
# T-47D: T-47D breast cancer. hit rate 5% among 79,000
# UACC-62: UACC-62 melanoma. hit rate 5.4% among 81,000. AID 1794756
# HS 578T: HS 578T breast cancer | AID 1794788 | hit rate 4.1% among 78,000
# SK-MEL-2: SK-MEL-2 melanoma; hit rate 4.7% among 77,000; AID 1794763
# MALME-3M: MALME-3M melanoma | hit rate 5.8% among 78,000
# SK-MEL-28: SK-MEL-28 melanoma; AID 1794761; hit rate 4.1% among 81,000
# UACC-257: UACC-257 melanoma | hit rate 4.4% among 78,000 | AID 1794764
# * marks the source's active call; other numbers are inactive results; . = not tested or not shown; & = joins results of further samples. Rule for the calls: active = growth percent below 10; inactive = the rest.
Compound	UACC-62	T-47D	HS 578T	SK-MEL-2	UACC-257	BT-549	MALME-3M	SK-MEL-28
CCCCCc1ccc(S(=O)(=O)Nc2ccc3nc(NC(C)=O)sc3c2)cc1	54	61	69	103	82	86	91	94
CCOC(=O)C1=C(C)N=c2s/c(=C\c3cc(Cl)ccc3O)c(=O)n2C1c1ccc(OC)cc1 (centres undefined)	94	82	117	95	101	102	109	106
COc1cc(C2CC(c3cc(OC)c(OC)c(OC)c3)=NN2)ccc1Oc1ccnc2cc(Cl)ccc12 (centres undefined)	80	108	103	106	98	102	96	104
CCOc1ccccc1Cn1ccnc1CCc1c(Cl)c(O)cc(O)c1C(=O)OC	92	92	107	88	94	99	92	97
CSc1nc(NCCN2CCOCC2)c(C#N)c(-c2cccc([N+](=O)[O-])c2)n1	87	97	98	109	98	94	99	103
COc1c(F)ccc(C(=O)Nc2ccc3nc(NC(=O)C4CCCN(S(=O)(=O)c5ccc(Br)c(F)c5)C4)sc3c2)c1F (centres undefined)	72	68	73	89	81	77	96	100
COc1ccccc1NC(N)=S	.	99	109	105	93	102	.	106
CC(=O)Nc1ccc(-c2cn(-c3cccc(C(=O)Nc4ccc(N5CCN(C)CC5)cc4)c3)nn2)cn1	114	94	.	92	100	75	72	101
COc1cc(CCn2nnc3c(Nc4ccc(N5CCOCC5)cc4)ncnc32)cc(OC)c1	91	.	91	115	102	.	100	97
CC1(C)NCCC[C@]2(C)[C@H]3C/C(=N\O)C4[C@@H]5C[C@@](C)(CO)CC[C@]5(C)CC[C@@]4(C)[C@]3(C)CC[C@@H]12 (some centres undefined)	95	85	99	101	102	98	.	103
COC(=O)CC(NS(=O)(=O)/N=C1\NC(=O)NC1=C(Cl)Cl)C(=O)OC (centres undefined)	97	96	97	119	111	107	99	113
COc1ccccc1Nc1nnc(-c2ccc(F)cc2)o1	98	94	99	96	97	100	93	108
OCC1(CO)CCC=CO1	105	115	110	107	107	95	105	107
COc1ccc(/C=C2\CCc3ccccc3C2=O)cc1	83	92	97	.	.	98	86	85
COc1ccc(N2CCN(C(CNC(=O)CC(C)(C)C)c3ccc4c(c3)OCO4)CC2)cc1 (centres undefined)	98	90	112	101	109	102	93	109

# Reformatted: results already given
# Each structure is followed by: UACC-62 | T-47D | HS 578T | SK-MEL-2 | UACC-257 | BT-549 | MALME-3M | SK-MEL-28
> CCCCCc1ccc(S(=O)(=O)Nc2ccc3nc(NC(C)=O)sc3c2)cc1
    54 | 61 | 69 | 103 | 82 | 86 | 91 | 94
> CCOC(=O)C1=C(C)N=c2s/c(=C\c3cc(Cl)ccc3O)c(=O)n2C1c1ccc(OC)cc1 (centres undefined)
    94 | 82 | 117 | 95 | 101 | 102 | 109 | 106
> COc1cc(C2CC(c3cc(OC)c(OC)c(OC)c3)=NN2)ccc1Oc1ccnc2cc(Cl)ccc12 (centres undefined)
    80 | 108 | 103 | 106 | 98 | 102 | 96 | 104
> CCOc1ccccc1Cn1ccnc1CCc1c(Cl)c(O)cc(O)c1C(=O)OC
    92 | 92 | 107 | 88 | 94 | 99 | 92 | 97
> CSc1nc(NCCN2CCOCC2)c(C#N)c(-c2cccc([N+](=O)[O-])c2)n1
    87 | 97 | 98 | 109 | 98 | 94 | 99 | 103
> COc1c(F)ccc(C(=O)Nc2ccc3nc(NC(=O)C4CCCN(S(=O)(=O)c5ccc(Br)c(F)c5)C4)sc3c2)c1F (centres undefined)
    72 | 68 | 73 | 89 | 81 | 77 | 96 | 100

# Following part
Compound	UACC-62	T-47D	HS 578T	SK-MEL-2	UACC-257	BT-549	MALME-3M	SK-MEL-28
CN1CCN(CCOc2ccc(-c3cnc4c(-c5ccccc5F)cnn4c3)cc2)CC1	-11*	23	77	92	-7.9*	70	7.9*	60
O=S(=O)(c1c(F)cccc1F)N1CCN(c2nccc(-c3c(-c4cccc(F)c4)nc4sccn34)n2)CC1	78	87	98	103	106	119	101	102
N#CC(Cc1cccc2ccccc12)c1cc2ccccc2[nH]1 (centres undefined)	70	84	90	113	94	90	82	102
N#CC1=C(N)Oc2c(c(=O)[nH]c3ccc(Cl)cc23)C12c1cc(Br)ccc1-c1ccc(Br)cc12	73	92	47	90	95	75	55	93
COc1cc(-c2nnc(CNc3ccc(F)c(Cl)c3)o2)cc(OC)c1OC	99	88	103	87	101	95	97	103
CCCn1cc2c(=O)nc3sc(Cc4ccc(C)cc4)c(C)n3c2n1	96	95	94	99	104	96	105	110
CC[C@]12C=CCN3CC[C@@]4(c5cc(-c6ccc(NC(=O)[C@H](Cc7cc8ccccc8[nH]7)NC(=O)OCc7ccccc7)cc6)c(OC)cc5N(C)[C@H]4[C@@](O)(C(=O)OC)[C@@H]1OC(C)=O)[C@@H]32	90	86	94	103	101	85	92	103
Cc1cccnc1NC(=O)c1csnn1	97	95	97	84	123	73	90	95
CC(C)(C)CC(C)(C)c1ccc(OCCOCCSC(=N)N)cc1	76	.	34	85	73	28	-61*	-57*
N#Cc1ncc(-c2ccc(F)c(F)c2)c(NC2CCCCCC2)n1	73	74	81	101	99	86	119	99
CCOC(=O)CCC(NC(C)=O)(C(=O)OCC)C(=O)OCC	.	64	108	88	85	91	112	111
Cn1c(-c2ccccc2)c(/C=C/C2=[N+](C)c3ccccc3C2(C)C)c2ccccc21	-3.7*	-3.2*	11	6.4*	-51*	22	-6.2*	23
O=C(Nc1ccccc1)C(Cl)=C1C(Cl)=C(Cl)C(Cl)=C1Cl	74	78	92	97	80	94	93	97
COc1ccc2[nH]c3c(c2c1)CCNC3CC(C)CCC=C(C)C (centres undefined)	94	101	92	91	73	100	113	89
O=S(=O)(NCCNc1cc(-c2c(-c3cccc(O)c3)nc3sccn23)ccn1)c1ccc(F)cc1	53	23	63	86	103	46	80	95
O=C(Nc1ccc(I)cc1)c1cc([N+](=O)[O-])ccc1O	0.4*	30	16	-0.4*	.	34	-2.9*	16
CCOC(=O)/C(C#N)=C/c1cccc([N+](=O)[O-])c1	85	83	104	98	107	97	99	107
O=C(O)CNc1ccc(Cl)cc1	72	75	112	83	101	77	92	105
CN(C)CP(=O)(O)CCc1ccccc1	95	89	107	79	93	110	102	111
COc1cc(NC(=O)CSc2nc3ccccc3c(=O)n2-c2ccc(F)cc2)cc(OC)c1OC	81	77	90	96	106	95	92	100
O=c1cc(-c2ccccc2)oc2c1ccc1c(O)cccc12	66	77	64	94	85	98	91	89
Nc1ccccc1-c1cc2c(c3c1[nH]c1ccccc13)CCCCCCCCC2	105	75	96	101	101	96	106	95
O=C(c1ccccc1)C1OC1c1ccccc1 (centres undefined)	85	81	89	91	66	104	99	111
COc1cc(-n2cc(-c3ccc(S(C)(=O)=O)cc3)[nH]c2=O)cc(OC)c1OC	98	98	108	111	101	130	107	111
[O-]/[N+](=C\c1ccccc1)c1ccc(Cl)cc1	14&18	73&70	104&107	90&70	94&92	82&95	106&111	120&96
Cc1ccc(Cl)c(-c2nn(-c3ccc(S(=O)(=O)NC(=S)NCc4ccccc4)cc3)c(=O)c3ccccc23)c1	94	94	96	107	103	98	115	105
CCCCCCCCCCCCCCCCNC(=S)NN	87	88	107	127	93	104	100	115
COc1ccc(/C(C)=C(\c2ccc(OCCN3CCCCCC3)cc2)c2ccc(OC(=O)C3CCCCC3)cc2)cc1	-74*	-57*	-38*	-78*	-71*	-78*	-81*	-85*
CCCC/C(=C\c1ccc(O)c(OC)c1)C(=O)NC(Cc1ccccc1)C(=O)C(=O)NCCc1ccc(OC)cc1 (centres undefined)	86	68	84	91	99	92	92	87
Nc1c(C(=O)Nc2ccccc2)oc2ncccc12	102	72	107	100	108	95	103	108

# Record cards (already shown):
# `COc1cc(-n2cc(-c3ccc(S(C)(=O)=O)cc3)[nH]c2=O)cc(OC)c1OC` is listed as UACC-62 = 98; T-47D = 98; HS 578T = 108; SK-MEL-2 = 111; UACC-257 = 101; BT-549 = 130; MALME-3M = 107; SK-MEL-28 = 111
# `O=C(c1ccccc1)C1OC1c1ccccc1` (centres undefined) is listed as UACC-62 = 85; T-47D = 81; HS 578T = 89; SK-MEL-2 = 91; UACC-257 = 66; BT-549 = 104; MALME-3M = 99; SK-MEL-28 = 111

# Continuation.
Compound	UACC-62	T-47D	HS 578T	SK-MEL-2	UACC-257	BT-549	MALME-3M	SK-MEL-28
CCC(Oc1ccc(N)cc1)C(=O)O (centres undefined)	99	84	107	82	96	.	101	99
CCOc1ccc(Cn2c(-c3cncs3)nc3ccccc32)cc1OCC	96	102	92	.	101	109	95	116
O=C1c2ccccc2C(=O)c2c(Nc3cccc(S(=O)(=O)N(CCO)CCO)c3)ccc(O)c21	90	69	73	110	109	95	107	106
Cc1cc(Nc2ccc(Br)cc2)nc(N)n1	99	77	103	97	77	84	111	106
CC(=O)c1cc2c(N)c(C(=O)Nc3cccc4c3OCCO4)sc2nc1C	68	56	96	67	99	103	101	94
CCn1c(CN2CCN(Cc3ccccc3)CC2)nc2cc(NC(=O)c3cccs3)ccc21	-93*	-62*	-25*	-50*	-80*	-31*	-73*	-91*
O=C(Cn1cc(C2CC2)nn1)Nc1nc(-c2ccc(Br)cc2)cs1	82	81	112	103	96	89	85	105
CC(C)(O)c1cn(CCCCN2C(=O)C(=O)c3ccccc32)nn1	98	100	100	101	103	110	105	113
O=C(CNC(=O)Oc1ccccc1)Nc1ccc(C(=O)O)c(O)c1	108	94	.	107	95	90	115	107
COc1ccc(Cn2c(NCCN=C(N)N)nc(=O)n(Cc3ccc(F)cc3)c2=O)cc1	98&112	88&91	66&88	101	101&89	70&87	91&92	98&103
Cc1ccc(C2OCC(C)(C)CO2)cc1	.	91	100	98	.	103	113	110
OC1CCC2CCCC2C1 (centres undefined)	100	109	99	121	121	110	108	106
O=c1[nH]nc(-c2ccc(Br)cc2)cc1Cc1cccc(Cl)c1	98	97	72	110	128	124	134	105
Cc1cc2ccccc2c[n+]1CC(=O)c1ccc2ccccc2c1	55	55	89	78	100	53	86	67
CC1CCC(NC(=O)N(CCCl)N=O)CC1 (centres undefined)	104	103	109	122	104	106	108	120
CCCCOc1nc2ccc(Cl)cc2cc1/C=C/C(=O)/C=C/c1ccc(OC)cc1	79	87	107	91	90	94	100	107
NCCOc1ccc([N+](=O)[O-])cc1Cl	100	99	97	92	84	106	136	101
CC(C(=O)O)N1C(/N=C/c2ccc(Br)cc2)=NNC1(C)c1ccccc1O (centres undefined)	74	50	90	75	84	92	96	88
C=CCN1C(=O)c2cccc3c(C#CCN4C(=O)c5cccc6cccc(c56)C4=O)ccc(c23)C1=O	93	99	100	108	104	104	95	105
COc1ccc(CNC(=O)Nc2cnc(Cl)nc2Oc2cccc(C(F)(F)F)c2)cc1	82	75	93	74	78	79	100	113
Cc1cc(NC(=O)C(Cl)Cl)cc2c1OCO2	105	96	108	102	100	106	104	115
COc1cccc(NC(=O)c2sc3nc4c(cc3c2N)C(=O)CCC4)c1	35	52	.	25	66	30	50	63
CC1(C)CC[C@]23CC[C@]4(C)[C@H](CC[C@@H]5[C@@]6(C)CC(=O)CC(C)(C)[C@@H]6CC[C@]54C)[C@H]2[C@H]1OC3	80	96	87	101	107	104	89	104
Cc1ccc(N(C(=O)CCc2c[nH]c3ccccc23)[C@H](C(=O)Nc2cccc([N+](=O)[O-])c2)c2cccc([N+](=O)[O-])c2)cc1	73	88	90	100	93	82	107	113
N=C(N)c1ccc(-c2ccc(-c3ccc(C(=N)N)c(F)c3)s2)s1	65	77	87	99	112	98	54	69
CCCSc1nc(NCCc2c[nH]c3ccccc23)c(C#N)c(-c2ccc(F)cc2)n1	55	26	35	92	75	65	75	63
CC(=O)NC(C)NC(C)=O	120	107	109	.	96	102	98	104
N#Cc1ccc(OC(=O)Nc2ccc(F)cc2)cc1	89	88	99	107	103	109	95	114
COC(=O)/C(CCC=C(C)C)=C1\[C@@H](OC(C)=O)C[C@@]2(C)[C@H]1CC(N)[C@H]1[C@@]3(C)CCC(N)[C@@H](C)[C@@H]3CC[C@@]12C (some centres undefined)	66	82	81	87	95	77	106	102
COc1ccc(/C=C(\C#N)C(N)=O)cc1	99	100	104	104	97	109	105	108
CN1CCOCCOCCOc2ccccc2NC(=O)c2nc(cnc2N)-c2ccc(cc2)S1(=O)=O	54	80	66	50	-35*	48	56	59
CCCCCOC(=O)N1CCCCC1CCCC (centres undefined)	104	112	103	105	105	108	102	107
O=C(Nc1cccc(-n2cc(-c3ccncc3)c(-c3cc(O)cc(Cl)c3)n2)c1)c1cc(C(F)(F)F)cc(C(F)(F)F)c1	69	26	66	58	71	73	62	64
O=C(O)CC(c1ccccc1)C(C(=O)O)c1ccccc1 (centres undefined)	97	89	103	107	110	.	104	102
C=CCOC(=O)CC(C)=O	106	115	108	112	.	130	110	109
CCNC1(C#N)CCN(Cc2ccccc2)CC1	97	102	155	99	97	105	108	117
COc1ccc(/C=C2\SCc3cc4ccc(OC)cc4[o+]c32)c(O)c1	94	98	105	108	101	100	101	103
Cc1cc(O)c(C(C)C)cc1N=Cc1ccccc1[N+](=O)[O-]	98	96	.	97	102	98	133	106
Cc1ncc(CO)c(C(=O)O)c1O	97	78	102	90	107	87	96	102
O[C@@H]1CO[C@H]2[C@@H]1OC[C@@H]2O	103	121	.	.	103	112	.	113
CNc1ncnc2c1ncn2C	104	103	107	112	.	107	91	107
N#Cc1c(NC(=O)c2ccc(C(F)(F)F)cc2C(F)(F)F)sc2c1CCC(=O)C2	-90*	-23*	-5.9*	-38*	-65*	-65*	-87*	-86*
Nc1ccnc(=S)[nH]1	97	99	109	97	105	104	104	103
O=C(O)c1cn(C2CC2)c2cc(N3CCN(Cn4nc(-c5cccnc5)oc4=S)CC3)c(F)cc2c1=O	98	.	101	103	95	90	97	102
CC(=O)C1=C(C)NC(NNC(N)=O)=NC1c1ccccc1 (centres undefined)	90	108	97	118	100	109	101	105
